Compound activity: PubChem, several laboratories
Mtb RmlCD inh: M. tuberculosis RmlC/RmlD inhibition | 160,000 compounds, 0.03% hits | inhibition, % at 3.6 µM | AID 1533 | P9WH09+P9WH11 | RmlC+RmlD coupled enzyme assay, percent inhibition; primary screen in compound mixtures; in the data active means inhibition mostly above about 34%, no sharp cut-off; further: some results filed as inactive read as strong as hits
Target sequence (P9WH09 whole entry, looked up): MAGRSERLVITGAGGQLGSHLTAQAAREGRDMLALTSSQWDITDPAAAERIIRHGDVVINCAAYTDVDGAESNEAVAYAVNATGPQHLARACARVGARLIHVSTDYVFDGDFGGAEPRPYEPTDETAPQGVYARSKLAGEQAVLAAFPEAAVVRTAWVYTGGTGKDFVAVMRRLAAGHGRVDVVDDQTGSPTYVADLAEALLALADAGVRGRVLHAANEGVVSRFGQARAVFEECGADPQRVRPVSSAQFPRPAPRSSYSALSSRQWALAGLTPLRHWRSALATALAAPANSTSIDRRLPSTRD
Target sequence (P9WH11 whole entry, looked up): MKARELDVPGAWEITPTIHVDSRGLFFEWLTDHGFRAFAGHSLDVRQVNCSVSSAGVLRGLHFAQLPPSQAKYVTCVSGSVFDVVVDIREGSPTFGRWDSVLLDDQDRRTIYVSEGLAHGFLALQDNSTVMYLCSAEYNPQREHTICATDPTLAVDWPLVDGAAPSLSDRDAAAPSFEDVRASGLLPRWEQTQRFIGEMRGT
M. tuberculosis GlmU: inhibition of mycobacterial GlmU enzyme – biochemical, glucosamine-1-phosphate acetyltransferase (AID 1376). 220,000 compounds, 0.25% hits. inhibition, %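 (tested at 30 µM in the primary screen)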, or IC50 in µM where a hit was titrated. M. tuberculosis GlmU acetyltransferase enzyme assay; higher % means a stronger effect; in the data active means inhibition above about 13%;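 further: 0% = complete reaction with vehicle and 100% = reaction without substrate; strong numbers were not always called active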
* hit, by the source's call; . = no result given. Only part of the results is shown; the hit share may differ from the screen's.

SMILES	Mtb RmlCD inh	M. tuberculosis GlmU
Cc1ccc(/C=N/n2c(C)n[nH]c2=S)o1	.	4.9%
Cn1cc(CN2CCC(O)CC2)c(-c2ccc(Oc3ccccc3)cc2)n1	-3.5	-4.4%
Cc1cc(C)n(C(=O)/C=C/c2cccs2)n1	8.2	-1.0%
O=C1CC(c2ccco2)CC2=C1C1c3ccccc3C(=O)N1c1ccccc1N2 (stereo unspecified)	.	-1.2%
O=C1CC(c2ccccc2)Cc2nc(NCc3ccco3)ncc21 (stereo unspecified)	-8.7	.
O=C(NCC(c1cccnc1)N1CCOCC1)c1ccc2c(c1)OCO2 (stereo unspecified)	-5.4	-1.5%
CO/N=C(/CS(=O)(=O)c1ccc(C)cc1)c1ccc(OC)cc1	.	-0.3%
CCOC(=O)N1CCN(Cc2nc3ccc([N+](=O)[O-])cc3c(=O)n2-c2cccc(OC)c2)CC1	-11.1	-6.7%
Nc1nnc(CC(=O)N/N=C/c2ccc([N+](=O)[O-])cc2)s1	.	0.3%
Cc1cccc(C)c1NC(=S)N/N=C/c1ccc(C(=O)O)cc1	.	-5.0%
CCn1c(C)cc(/C=C2/NC(=O)N(Cc3ccccc3F)C2=O)c1C	5.2	1.5%
Cc1nn(-c2ccccc2)c(Cl)c1C(=O)N1CCN(C)CC1	-8.2	7.5%
CC1CCCC(C)N1C(=S)SCC(=O)O (stereo unspecified)	0.1	-4.3%
COC(=O)C(O)(CC(=O)Nc1cccc(SC)c1)C(F)(F)F (stereo unspecified)	.	4.1%
CC(CO)NCC12CC3CC(CC(C3)C1)C2 (stereo unspecified)	-10.7	-4.6%
CN1CCN(S(=O)(=O)c2ccc3c(c2)NC(=O)C2CCCN32)CC1 (stereo unspecified)	.	-1.2%
Fc1ccccc1CNC1CN2CCC1CC2 (stereo unspecified)	-0.9	-1.5%
Cc1cc(C(=O)OCC(=O)N2CC(=O)Nc3ccccc32)c(C)n1-c1ccc(F)cc1	17.7	1.4%
Cc1ccccc1OCC(=O)Nc1sc(C(=O)Nc2cccc(C)c2C)c(C)c1C#N	12.6	3.6%
CCN(CC)S(=O)(=O)c1ccc(N2CCCC2)c(NS(=O)(=O)c2ccc(OC)cc2)c1	12.3	0.9%

The final 5 entries of the part above come first, to join the parts.
SMILES	Mtb RmlCD inh	M. tuberculosis GlmU
CN1CCN(S(=O)(=O)c2ccc3c(c2)NC(=O)C2CCCN32)CC1 (stereo unspecified)	.	-1.2%
Fc1ccccc1CNC1CN2CCC1CC2 (stereo unspecified)	-0.9	-1.5%
Cc1cc(C(=O)OCC(=O)N2CC(=O)Nc3ccccc32)c(C)n1-c1ccc(F)cc1	17.7	1.4%
Cc1ccccc1OCC(=O)Nc1sc(C(=O)Nc2cccc(C)c2C)c(C)c1C#N	12.6	3.6%
CCN(CC)S(=O)(=O)c1ccc(N2CCCC2)c(NS(=O)(=O)c2ccc(OC)cc2)c1	12.3	0.9%
CCOC(=O)C1=C(CSc2n[nH]c(N)n2)NC(=O)NC1C (stereo unspecified)	.	-0.5%
O=C(CCC(=O)N(CC(=O)NC1CCCC1)C1CCCCC1)Nc1ccccn1	-8.5	0.0%
Cc1cccn2c(/C=N/OCc3cccc(F)c3)c(-c3ccc(Cl)cc3)nc12	-4.8	-1.8%
Cc1ccc(C(=O)NNC(=O)OC(C)(C)C)c(Cl)c1	3.1	0.9%
Cc1occc1-c1nnc(SCC(=O)NCCc2ccccc2)n1C(C)c1ccccc1 (stereo unspecified)	.	2.9%
O=C(NCc1ccccc1)N(Cc1nc2ccccc2c(=O)[nH]1)C1CCCC1	-4.1	3.7%
CCOC(=O)c1cccnc1SCC(=O)NC(C)CC (stereo unspecified)	30.8	2.5%
FC(F)(F)c1cccc(Cn2nnnc2-c2cccc(C(F)(F)F)c2)c1	-2.0	4.4%
CC(C)(C)c1nnc2sc(SCCN3C(=O)c4ccccc4C3=O)nn2c1=O	.	1.8%
Cc1ccc(NC(=S)N(CCCN2CCCC(C)C2)Cc2ccco2)cc1C (stereo unspecified)	5.3	1.5%
COC(=O)CSc1ccc2nnc(CCNS(=O)(=O)c3ccc(C)cc3)n2n1	.	-4.2%
Cc1sc2ncnc(SCC(=O)NNC(=O)c3ccco3)c2c1C	-0.6	-2.1%
Cc1cc(C)c([C@@H]2C[C@H]3CN(C4CCCC4)C(=O)[C@]34CCCN24)c(-n2cccn2)c1	-11.8	17.4%
COC(=O)Cn1c(CN(Cc2ccccc2)Cc2ccccc2)nc2c1c(=O)[nH]c(=O)n2C	2.8	1.2%
Cn1c(C(=O)N2CCN(C(=O)c3ccco3)CC2)cc2c(=O)n(C)c3ccccc3c21	3.7	2.8%
Cc1cc(-c2csc(NC(=O)c3ccc(C#N)cc3)n2)c(C)n1Cc1ccco1	7.4	-2.5%
CC(=O)C1=C(c2ccccc2)NC(=S)NC1c1ccc(O)c(O)c1 (stereo unspecified)	6.5	1.1%
COc1ccc(-n2c(C)cc(=O)c3c2CC(C)(C)CC3=O)cc1	.	-8.4%
Cc1ccc(-n2nnnc2SCC(=O)Nc2cccc(NC(=O)c3ccco3)c2)cc1C	10.4	0.0%
Cc1cc(CCCCCCCCc2cc(C)cc(=O)o2)oc(=O)c1	-7.1	0.2%
Cc1ccc(Oc2ccc(OCC(=O)NC(CC(C)C)C(=O)O)cc2)cc1 (stereo unspecified)	2.0	-4.5%
CCOC(=O)C1CCCN(S(=O)(=O)c2ccc(C)cc2)C1 (stereo unspecified)	.	-7.8%
Cc1[nH]n(-c2nc(-c3cccc([N+](=O)[O-])c3)cs2)c(=O)c1C	35.3	2.5%
COc1ccc(C(=O)C[n+]2ccccc2/C=N/O)cc1	2.0	1.0%
CCc1ccccc1N1C(=O)C2C3CC(=O)C(c4ccccc43)C2C1=O (stereo unspecified)	-6.5	-0.3%
O=c1[nH]c(SCc2ccccc2Cl)nc2[nH]ncc12	-14.5	1.6%
Cc1cccc(-n2c(SCC(=O)NCc3ccco3)nc3ccccc3c2=O)c1	-6.3	7.1%
O=C(NC1CCCC1)C(c1ccc(N2CCOCC2)cc1)N(Cc1ccccc1)C(=O)c1ccco1 (stereo unspecified)	.	1.5%
COc1ccc(CNC(=O)COC(=O)/C=C/c2ccc(Cl)cc2)cc1	-6.5	-2.6%
O=C(Nc1ccc2ccccc2c1)c1ccc(Cl)cc1Cl	.	2.8%
CCCCCOCC1CC(C/C(C)=N/NC(N)=O)(C(=O)OCC)C(=O)O1 (stereo unspecified)	-3.5	3.2%
CCOC(=O)Cc1csc(-n2sc3ccccc3c2=O)n1	5.4	0.4%
CN1N=C(C(F)(F)F)CC1=O	-7.5	1.2%
c1csc(-c2ccnc3ncnn23)c1	8.7	6.0%
CC1CN(Cc2nc3c(c(=O)n(C)c(=O)n3C)n2CC(O)CO)CC(C)O1 (stereo unspecified)	.	2.0%
O=C(Nc1ccc(S(=O)(=O)N2CCOCC2)cc1)c1cc(-c2cc(Cl)ccc2O)n[nH]1	1.6	-0.4%
O=C(OCc1cnc(Cl)s1)c1cccs1	.	-2.5%
COc1ccccc1Nc1nc(N)nc(CCl)n1	-19.1	4.5%
CCOC(=O)C1CCCN(S(=O)(=O)c2cc(OCC(N)=O)c(C)cc2Cl)C1 (stereo unspecified)	-6.8	-0.7%
O=C1CCCCCN1CSc1nc2ccccc2s1	-1.6	-3.0%
CC(C)(C)OC(=O)N[C@@H](Cc1ccccc1)c1nnc(SCC(N)=O)o1	2.6	-2.9%
Cn1nnnc1SCc1nnc(-c2ccc(Cl)cc2)o1	.	3.4%
COc1ccccc1C(c1nnnn1C(C)(C)C)N1CCN(Cc2ccccc2)CC1 (stereo unspecified)	.	1.6%
CCOC(=O)C1CCN(C(c2cc3ccc(C)c(C)c3[nH]c2=O)c2nnnn2C2CCCCC2)CC1 (stereo unspecified)	-6.7	-0.1%
Cc1c(NC(=O)c2noc(C(C)C)c2[N+](=O)[O-])c(=O)n(-c2ccccc2)n1C	.	-3.9%
CC(SCc1cn2cc(Cl)ccc2n1)C(=O)O (stereo unspecified)	.	2.2%
CC(=O)N/C(=N/c1nc(C)cc(C)n1)Nc1ccc(NC(C)=O)cc1	-9.9	2.4%
CCCNc1c(F)c(F)c2c(C)c3ccccc3nc2c1F	4.0	-2.1%
COCCSc1nnc(NC(=O)CSc2ccccc2)s1	.	3.4%
COc1ccc(C2=NOC3(CC(=O)N(c4ccc(C)cc4)C3=O)C2)cc1 (stereo unspecified)	.	-3.4%
Oc1cccc(NC(=S)Nc2cccnc2)c1	5.8	3.0%
COc1ccc(NC(=O)CC2C(=O)N(c3cccc(C)c3)C(=O)N2C2CCCCC2)cc1 (stereo unspecified)	.	-3.8%
CCOC(=O)/C(=C\Nc1ccc(OC(F)(F)F)cc1)Sc1ncc(C(F)(F)F)cc1Cl	-12.4	7.4%
CC(C)CCNC(=O)c1onc(CSc2ccccn2)c1C(=O)NCCC(C)C	.	0.7%
Cc1c(NC(C)c2cc(Cl)ccc2O)c(=O)n(-c2ccccc2)n1C (stereo unspecified)	10.0	1.8%
COC(=O)c1c(NS(=O)(=O)c2cccs2)sc2c1CCCC2	11.0	4.0%
Cc1onc(-c2c(Cl)cccc2Cl)c1C(=O)c1c[nH]c(C(=O)NCC2CCCO2)c1 (stereo unspecified)	3.9	-5.4%
CCN1C(=O)C(CC(=O)Nc2cccc(C(C)=O)c2)S/C1=N\c1ccccn1 (stereo unspecified)	.	-3.8%
N#Cc1ccc(NC(=O)C2CC(c3ccc(F)cc3)=NO2)cc1 (stereo unspecified)	8.4	-0.8%
O=C(NC1CCN(C(=O)N2CCOCC2)CC1)c1ccccc1	.	2.4%

Three compounds already listed, ordered by formula weight, falling:
SMILES	Mtb RmlCD inh	M. tuberculosis GlmU
CCOC(=O)/C(=C\Nc1ccc(OC(F)(F)F)cc1)Sc1ncc(C(F)(F)F)cc1Cl	-12.4	7.4%
COc1ccc(NC(=O)CC2C(=O)N(c3cccc(C)c3)C(=O)N2C2CCCCC2)cc1 (stereo unspecified)	.	-3.8%
O=C(NC1CCN(C(=O)N2CCOCC2)CC1)c1ccccc1	.	2.4%

Next part:
SMILES	Mtb RmlCD inh	M. tuberculosis GlmU
COc1ccccc1N1CCSC1C(N)=O (stereo unspecified)	-7.5	-0.7%
C/C(=N\NC(=O)c1sccc1-n1cccc1)c1cccs1	1.8	1.4%
COC(=O)c1ccc(OC(=O)CCN2C(=O)C3CCCCC3C2=O)cc1 (stereo unspecified)	-3.2	-4.0%
CCCc1nnc(NC(=O)Nc2ccc(OC)cc2)s1	10.9	7.7%
CNC(=O)c1ccccc1Sc1ccccc1C#N	12.0	0.9%
CCOc1cc(NC(=O)c2ccccn2)c(OCC)cc1NC(=O)c1ccc(OC)cc1	.	2.1%
CCCCn1c(SCC(=O)NC2CCS(=O)(=O)C2)nc2cc(S(N)(=O)=O)ccc21 (stereo unspecified)	-12.3	-0.5%
O=C(COC(=O)c1ccccc1)Nc1ccccc1Sc1ccccc1	8.1	0.8%
CCOC(=O)/C=C(\C)Sc1cc(O)c2ccccc2c1O	.	9.1%
Cc1cccc(Nc2nc(N)nc(CCl)n2)c1	.	-4.3%
Cc1ccc(Cn2nnc3c(=O)n(CC(=O)N4CCCc5ccccc54)cnc32)cc1	.	2.2%
COc1ccc(C(c2sc3nc(C)nn3c2O)N2CCC(O)CC2)cc1OC (stereo unspecified)	.	1.8%
CC(C)C1Nc2ccc(S(N)(=O)=O)cc2C2C=CCC21 (stereo unspecified)	.	-3.4%
O=C(COC(=O)C1CCN(S(=O)(=O)c2ccc3c(c2)OCCO3)CC1)Nc1cccc2ccccc12	7.9	-0.7%
CN(C)C(=O)/C(=C\c1cccc(Oc2ccccc2)c1)NC(=O)c1ccccc1	-14.4	2.1%
COc1ccc(CN2CCN(S(=O)(=O)c3ccc(F)cc3)CC2)c(OC)c1OC	12.8	-18.5%
CC1(C)CC(CC(=O)O)CC(C)(C)N1	1.0	-6.2%
COc1cc(NC(=O)CN2C(=O)NC(C)(c3ccc4ccccc4c3)C2=O)c(C)cc1[N+](=O)[O-] (stereo unspecified)	-0.5	1.0%
Oc1ccc(N=Cc2ccc(OCc3ccccc3)cc2)cc1	10.3	7.5%
COC(=O)CCCNC(=O)c1ccc2[nH]c(C)c(C)c2c1	11.9	-5.8%
C=CCn1c(O)c(CN2CCN(Cc3ccccc3)CC2)c(C)c(C#N)c1=O	-0.1	-1.1%
CCC1CCC(C(=O)NNC(=O)OC)CC1 (stereo unspecified)	-5.2	2.2%
Cn1c(N2CCN(S(=O)(=O)c3ccc(Cl)cc3)CC2)nc2ccccc21	-2.9	2.7%
COC(=O)C1(C)CCc2cc(OC)ccc2C1=O (stereo unspecified)	-8.5	2.6%
c1ccc2c(c1)nnn1c3ccccc3nc21	4.5	-2.9%
Cc1cc(=O)[nH]c(SCC(=O)Nc2nc(-c3ccccc3)c(-c3ccccc3)o2)n1	3.2	9.4%
COC(=O)c1ccc(S(=O)(=O)NCc2ccc(S(N)(=O)=O)cc2)o1	-7.9	-0.7%
O=C(CSc1ccc([N+](=O)[O-])cn1)Nc1ccc2c(c1)OCCO2	-11.6	7.9%
